ALDH1A1 inh = inhibitors of human aldehyde dehydrogenase 1A1; P00352; hit rate 7.3% among 220,000; Purified ALDH1A1, NADH fluorescence, propionaldehyde substrate; Potency, µM (doses to about 75.3 µM), for the others: at the highest dose activity, negative = inhibition, usual class: inhibitors; AID 1030; active = well fitted inhibition curve with a large enough effect, not every such curve was filed as active; inconclusive = small, poorly fitted or top-dose-only effect, or another doubt; inactive = no such curve, though single readings can be large or run the other way;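 also: plate controls were no enzyme wells and a reference inhibitor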
Target sequence (P00352 whole entry, looked up): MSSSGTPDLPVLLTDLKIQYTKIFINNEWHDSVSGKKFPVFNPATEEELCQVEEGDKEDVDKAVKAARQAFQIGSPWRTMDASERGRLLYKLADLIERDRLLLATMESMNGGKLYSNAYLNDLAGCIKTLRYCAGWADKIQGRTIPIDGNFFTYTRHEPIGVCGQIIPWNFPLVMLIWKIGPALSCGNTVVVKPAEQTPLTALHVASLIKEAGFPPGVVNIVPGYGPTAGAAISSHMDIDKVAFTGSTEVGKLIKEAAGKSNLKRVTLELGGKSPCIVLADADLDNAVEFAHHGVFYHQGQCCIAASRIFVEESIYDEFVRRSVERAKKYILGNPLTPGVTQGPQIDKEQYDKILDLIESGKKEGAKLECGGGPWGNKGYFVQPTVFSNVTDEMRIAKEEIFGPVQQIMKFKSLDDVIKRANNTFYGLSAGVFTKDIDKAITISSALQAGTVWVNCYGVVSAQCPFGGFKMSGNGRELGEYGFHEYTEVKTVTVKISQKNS
KDM4E inh = inhibitors of human JMJD2E histone demethylase | B2RXH2 | JMJD2E catalytic domain, FDH-coupled NADH fluorescence (FDH is formaldehyde dehydrogenase) | Potency, µM (titrated, usually from 57.1 µM), for the others: at the highest dose activity change, negative = inhibition, usual class: inhibitors | hit rate 1.6% among 230,000 | AID 2147; active = well fitted inhibition curve with a large enough effect, not every such curve was filed as active; inconclusive = small, poorly fitted or top-dose-only effect, or another doubt; inactive = no such curve, though single readings can be large or run the other way;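 also: 0% = wells with enzyme and -100% = buffer wells without enzyme; nearly all actives have a fitted effect of over 50% in size; many of its hits are not listed in these tables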
Target sequence (B2RXH2 1-337 limits assumed): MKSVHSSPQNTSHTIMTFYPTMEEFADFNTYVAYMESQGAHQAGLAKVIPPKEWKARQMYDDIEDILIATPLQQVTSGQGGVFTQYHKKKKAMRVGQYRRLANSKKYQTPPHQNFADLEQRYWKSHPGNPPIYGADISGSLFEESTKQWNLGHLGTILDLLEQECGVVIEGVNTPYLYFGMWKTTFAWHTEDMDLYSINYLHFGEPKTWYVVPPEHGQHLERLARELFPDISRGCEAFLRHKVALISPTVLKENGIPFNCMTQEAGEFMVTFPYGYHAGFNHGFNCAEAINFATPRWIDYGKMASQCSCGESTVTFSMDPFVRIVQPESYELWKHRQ
Tau fluor counter = counter-screen for tau fibril formation inhibitors | AID 1463 | hit rate 0.93% among 280,000 | Potency, µM (top dose mostly 57.7 µM), for inactives: at the top dose activity change, negative = decrease | tau K18 P301L Alexa594 fluorescence, heparin fibrillization; also: % is scaled to controls: 0 for no effect and ±100 for the full control effect; nearly all actives have a fitted effect of over 55% in size
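Human K18 P301L tau (15 uM unlabeled plus 0.24 uM Alexa 594-labeled, final) in 100 mM sodium acetate pH 7 was mixed with compound and 20 uM heparin and incubated 6 hr at 37 C.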
SMN2 splice enh = enhancers of SMN2 splice variant expression; HEK293 SMN2-luciferase splicing reporter, luminescence, 30-36 h; Potency, µM (doses to about 46.1 µM), inactives show at the top dose activity change, positive = activation, actives largely listed as activators; hit rate 2.8% among 210,000; AID 1458; also: % of control where 0% means no effect; nearly all actives have a fitted effect of over 55% in size
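HEK293 cells carry an SMN2 […]–luciferase reporter in which exon 7 inclusion puts luciferase in frame. Cells were plated 10-12 h before compound addition, then incubated 30-36 h at 37C. ONE-Glo luminescence was read; sodium butyrate at 4.5 mM final served as control.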
Tau fibril FP = tau fibrillization inhibition (FP); hit rate 0.39% among 280,000; Potency, µM (highest dose often 57.7 µM), inactives show at the highest dose activity, negative = inhibition, most hits filed as inhibitors; K18 P301L tau heparin fibrillization, Alexa594 FP, 6 h; AID 1468; also: % is scaled to controls: 0 for no effect and ±100 for the full control effect; nearly all actives have a fitted effect of over 55% in size
Target sequence (P10636 561-689 P618L limits assumed): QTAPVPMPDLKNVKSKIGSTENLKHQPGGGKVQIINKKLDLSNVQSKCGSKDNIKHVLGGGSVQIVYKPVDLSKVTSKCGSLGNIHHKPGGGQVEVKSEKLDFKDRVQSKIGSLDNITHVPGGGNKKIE
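Quantitative HTS format: compounds meet 15 uM recombinant K18 P301L tau and Alexa 594-tau tracer in 100 mM sodium acetate pH 7; 20 uM heparin triggers fibrillization at 37 C over 6 hr; FP gives the signal.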
Tau fibril ThT = inhibitors of human tau fibril formation, thioflavin T binding. recombinant tau K18 P301L (four-repeat tau fragment), heparin-induced fibrillization, ThT fluorescence. Potency, µM (titrated, usually from 57.4 µM), without a hit: top-dose activity, negative = inhibition, most hits filed as inhibitors. hit rate 2.1% among 270,000; also: % is scaled to controls: 0 for no effect and ±100 for the full control effect; nearly all actives have a fitted effect of over 55% in size
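Heparin-induced (20 uM) aggregation of recombinant human K18 P301L tau, 15 uM unlabeled with 0.24 uM labeled, pH 7 acetate buffer, 6 hr at 37 C with compound. Fibrils quantified by 30 uM ThT fluorescence after 1 hr ambient incubation.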
HTT aggregate = reduces HttQ103-GFP aggregates in PC12 cells | PC12 HttQ103-GFP aggregates, Acumen cytometry, 40 h | Potency, µM (titrated, usually from 46.1 µM), for inactives: top-dose activity change, negative = inhibition, most hits filed as inhibitors | hit rate 1.1% among 220,000; also: % is scaled to controls: 0 for no effect and ±100 for the full control effect; nearly all actives have a fitted effect of over 60% in size
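Compounds (qHTS titration) were added to PC12 cells expressing an ecdysone-driven HTT exon 1 Q103–GFP fusion after induction with 100 nM tebufenozide. Aggregate formation was measured as GFP objects in cell lysates.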
HTT ATP protect = Huntington cell model cytoprotection by ATP luminescence | PC12 HTT-Q103 induced, cytoprotection, ATP luminescence, 40 h | Potency, µM (series often up to 56.4 µM), inactives show cytoprotection (ATP increase), actives largely listed as activators | hit rate 0.14% among 230,000 | AID 1471;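 also: % of control where 0% means no effect; nearly all actives have a fitted effect of over 45% in size; toxic huntingtin expression switched on by the ecdysone agonist tebufenozide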
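Huntington model: PC12 line, ecdysone-inducible HTTQ103 exon1–GFP, tebufenozide 100 nM. Test articles in a dose series. Endpoint luminescence from cellular ATP.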
* = called active by the depositor; ? = inconclusive; . = not tested or not shown; & = joins results of further samples; [ ] = remark or other dose. Unless noted, calls follow the shape of the dose curve; as a rule, active = well fitted curve in the direction sought with a large enough effect; inconclusive = small, poorly fitted or top-dose-only effect, or another doubt; inactive = no such curve, though single readings can be large; an effect the other way counts as inactive or inconclusive. Potency is read from the fitted curve at half-maximal effect. An excerpt; the hit share may differ from the screen's.

SMILES	ALDH1A1 inh	KDM4E inh	Tau fluor counter	SMN2 splice enh	Tau fibril FP	Tau fibril ThT	HTT aggregate	HTT ATP protect
CCN1CCN(C(c2cccs2)C(C)NC(=O)c2c(F)cccc2F)CC1 (stereo unspecified)	6%	4%	1%	27%	6%	-5%	2%	19%
CCOc1ccc(Cn2c(=O)oc3ccccc32)cc1	.	.	-5%	-3%	-2%	0%	.	.
COc1cc(CNc2ccccc2SC)cc(OC)c1OC	?	?	-23%	-73%[inhibitor]	2%	?	-2%[9.22 µM]	1%
c1ccn2cc(-c3ccc4c(c3)OCO4)cc2c1	?	-3%	?	13µM*	-14%	?	3%	3%[10 µM]
O=C(CCN1C(=O)C2C3C=CC(C3)C2C1=O)NCCc1ccccc1 (stereo unspecified)	?	6%	4%	5%	3%	-4%	-12%	13%[10 µM]
C/C(=C\c1ccccc1)CN1CCN(c2ccccc2)CC1	6%	5%	-3%	-60%[inhibitor]	-2%	2%	12%	-4%
COCc1cc(C)nc(SCC[N+](C)(C)CC(=O)Nc2cccc(C(F)(F)F)c2)c1C#N	11µM*	?	-21%	9%	1%	?	?	-172%[inhibitor]
O=C(OCn1ncc(Br)c(Br)c1=O)c1c(F)cccc1F	0.5µM*	-16%	-18%	.	?	7.1µM*	?	-126%[inhibitor]
N#Cc1c(-c2ccc(Cl)cc2)ccnc1N1CCOCC1	13%	?	-7%	3%	-3%	-6%	-8%	-30%
CC(=O)Nc1ccc(C(=O)OCC(=O)Nc2ccc(N3CCOCC3)cc2)cc1	18µM*	1%	-11%	22%	-1%	-18%	-6%	-27%
Fc1ccccc1Cc1noc(CN(Cc2ccccn2)CC2CCCO2)n1 (stereo unspecified)	?	0%	-1%	.	1%	0%	-5%	-4%
COC(=O)c1ccc(Cn2nnc3ccccc32)cc1	.	-6%	2%	.	0%	.	6%[9.22 µM]	3%[10 µM]
CO/N=C\CC(=O)Nc1ccc(F)cc1	0%	?	-8%	3%	6%	-4%	15%	-3%[10 µM]
Cc1cccc(OCC(=O)N/N=C\c2cn(C)c3ccccc23)c1	-1%	-11%	-24%	.	4%[2.34 µM]	-1%	-3%[9.22 µM]	7%[10 µM]
Cc1ccccc1C1=NC(C(F)(F)F)(C(F)(F)F)c2c(n(-c3ccc(F)cc3)c(=O)[nH]c2=O)N1	?	.	3%	-12%	1%	-1%	-16%	2%[10 µM]
O=C(NCCc1c[nH]c2ccccc12)/C(=C\c1cccs1)NC(=O)c1ccccc1	9%	8%	-9%	4%	13%	-5%	2%	?
COCCNC(=O)Cn1cc2c(n1)CCC(C)C2 (stereo unspecified)	13%	3%	-5%	-2%	1%	-9%	-1%	-3%
CC1=C(C(=O)Nc2ccc(Cl)cc2)C(C(C)C)n2nc(SCc3ccc(Cl)cc3)nc2N1 (stereo unspecified)	.	.	-4%	1%	?	6%	.	.
CCOC(=O)C1C(=O)NC(c2ccccc2)=NC1c1ccc(Br)cc1 (stereo unspecified)	-7%	-1%	-8%	3%	-4%	-3%	2%	-21%
CCC(C)Nc1nc2c(c(=O)n(C)c(=O)n2C)n1Cc1cccc(C)c1 (stereo unspecified)	?	14%	-3%	-27%	10%	3%	13%	1%[10 µM]
CCN(CC)S(=O)(=O)c1cc(C(=O)c2nccn2C)ccc1Cl	2%	11%	3%	-3%	5%	-4%	?	8%[10 µM]
Nc1ccc2c(c1)Nc1ccccc1CC2	-4%	?	?	.	21%	?	11%[9.22 µM]	-2%[10 µM]
Cc1cccc(OCC(=O)Nc2ccc(N3CCN(C(=O)c4ccccc4)CC3)cc2)c1	?	-12%	-15%	-34%[inhibitor]	-1%	?	13µM*	7%[0.074 µM]
O=C(c1c(F)cccc1F)N1CCCC1	7%	5%	-1%	.	-15%	-2%	12%[9.22 µM]	-2%[10 µM]
CCCNC(=O)CN1C(=O)CSc2ccc(S(=O)(=O)N3CCC(C)CC3)cc21	.	.	0%	-2%	-5%	2%	.	.
CCOC(=O)c1c[nH]c(=O)c(Br)c1O	15%	0%	0%	2%	-7%	-3%	19%	.
O=C(CSc1nncn1-c1ccccc1)NC1CCCCC1	4%	1%	1%	-6%	-1%	1%	-1%	-17%
O=C(CCNc1cccc(C(F)(F)F)c1)c1ccco1	2.5µM*	-5%	-18%	30%	8%	-17%	18%	0%[10 µM]
C/C(=N\NC(=O)c1c(Cl)cnn1C)c1cccc(NC(=O)COc2ccccc2)c1	?	-26%	-25%	4%	-6%	?	10%	3%[10 µM]
O=C(c1ccco1)N1CCN(C(=O)C2CC(c3ccc(F)cc3)=NO2)CC1 (stereo unspecified)	6%	4%	-1%	-7%	7%	-14%	4%	2%[10 µM]

Some of these compounds in order of their number in Tau fibril ThT, smallest number first.
SMILES	Tau fibril ThT
O=C(CCNc1cccc(C(F)(F)F)c1)c1ccco1	-17%
CCN(CC)S(=O)(=O)c1cc(C(=O)c2nccn2C)ccc1Cl	-4%
O=C(CSc1nncn1-c1ccccc1)NC1CCCCC1	1%

New compounds follow:
SMILES	ALDH1A1 inh	KDM4E inh	Tau fluor counter	SMN2 splice enh	Tau fibril FP	Tau fibril ThT	HTT aggregate	HTT ATP protect
O=S(=O)(c1ccc(-c2csc(=Nc3ccccc3)n2CCCN2CCOCC2)cc1)N1CCOCC1	-5%	1%	-13%	1%	5%	?	-21%	-40%[inhibitor]
C(=C\c1nc(-c2ccncc2)no1)/c1ccccc1	-10%	-6%	20%	.	-8%[2.34 µM]	9%	10%[9.22 µM]	17%[10 µM]
Cc1oc(-c2ccc(Cl)cc2)nc1CS(=O)CC(=O)NCc1cccs1 (stereo unspecified)	-28%	-24%	-10%	3%	2%	-14%	5%	-15%
CC(C)CN1CCNC(=O)C1CC(=O)NCc1cnn(-c2cccc(F)c2)c1 (stereo unspecified)	?	?	-6%	.	-9%	-11%	-3%[9.22 µM]	-7%[10 µM]
C=CCN(CC=C)S(=O)(=O)c1ccc(F)cc1	-3%	-6%	-1%	-3%	-1%	-7%	-6%	-7%
CCc1ccc(C2CC(=O)c3c([nH]c(C(=O)OC4CCC(C)CC4)c3C)C2)cc1 (stereo unspecified)	.	.	-4%	9%	-1%	-2%	.	.
C/C(=N\NC(=O)COc1ccccc1-c1ccccc1)c1cccnc1	14µM*	-6%	-4%	-29%	-2%	-8%	-9%	3%[10 µM]
COc1ccc(-c2cc(C(=O)Nc3ccccc3)on2)cc1	-5%	?	3%	?	0%	-12%	3%	-39%
Clc1cc(Sc2ccc(Br)cc2)nnc1-c1ccccc1	1µM*	-7%	-5%	-16%	0%	-13%	-26%	-44%
COC(=O)c1ccc(C2C(C#N)=C(N)Oc3cc(C)n(C)c(=O)c32)cc1 (stereo unspecified)	25µM*	?	-4%	.	6%	-1%	10%	-12%[0.074 µM]
O=C(NC(Cc1ccccc1)c1ccc2c(c1)OCCCO2)c1ccc(F)cc1 (stereo unspecified)	?	-8%	-20%	1%	1%	-2%	?	-28%
CC(C)(C)NC(=S)NCCc1ccccc1	7%	3%	-8%	.	-5%	0%	-10%	23%[10 µM]
COc1ccc(OCc2nnc(SCC(=O)N3c4ccccc4Sc4ccc(Cl)cc43)o2)cc1	?	2%	-16%	-41%[inhibitor]	-10%	2%	0%	-54%[inhibitor]
COc1cccc(CC(NC(C)=O)C(=O)NC2CCN(S(=O)(=O)c3ccc4ccccc4c3)CC2)c1 (stereo unspecified)	-9%	-2%	-6%	-19%	-7%	-3%	-14%	12%
CCOC(=O)/C=c1\s/c(=C(\C#N)C(=O)NC)n(-c2ccccc2)c1=O	-9%	4%	-7%	2%	-6%	?	7%	-21%
O=C(CSc1nnc(-c2ccco2)n1Cc1ccccc1)c1ccc(F)cc1	4µM*	-6%	-6%	6%	-9%	-5%	-5%	-9%
CCOc1cc(-c2c(C#N)c(N)nc3c2CCc2ccccc2-3)ccc1O	?	?	-29%	13µM*	-9%	-8%	-30%	2%[10 µM]
CCOC(=O)c1c(O)cc(C)[nH]c1=O	.	?	1%&1%	.	-7%&6%	0%	-7%&-10%[9.22 µM]	-8%&-3%[10 µM]
S=c1[nH]nc(COc2ccccc2)n1/N=C/C=C/c1ccco1	.	?	?	.	?	?	26%[9.22 µM]	-29%[10 µM]
Oc1ccc(/C=N/NC(=S)NC2CC3CCC2C3)cc1 (stereo unspecified)	7.1µM*	-13%	?	.	?	-10%	9%[9.22 µM]	0%[10 µM]
O=C1CCCC2=C1C(c1ccco1)Nc1ccc3ccccc3c12 (stereo unspecified)	?	?	?	-13%	-11%	?	-12%	-5%
O=S(=O)(Nc1cc(C(F)(F)F)ccc1N1CCOCC1)c1ccccc1	?	9%	-2%	.	1%	18%	12%[9.22 µM]	6%[10 µM]
OCCCN1CCN(CCCOc2ccccc2-c2ccccc2)CC1	-2%	-2%	-1%	5%	-6%	-3%	2%	-1%[0.074 µM]
c1ccc(OCc2nnnn2-c2ccccc2)cc1	1%	6%	-6%	.	-10%	-2%	?	5%[10 µM]
O=C(NC1CCc2ccccc21)c1cc(COc2ccc(F)cc2Cl)on1 (stereo unspecified)	11%	1%	-11%	.	0%	-13%	-1%[9.22 µM]	9%[10 µM]
COc1ccccc1-c1ccc(Nc2ccc(C(=O)N3CCOCC3)cc2)nn1	?	-29%	-14%	?	-6%	?	?	23%[10 µM]
C/C(=N\NC(=O)c1cc(C)oc1C)c1ccc2c(c1)OCO2	0%	2%	3%	12%	4%	?	-10%	-72%[inhibitor]
CCOC(=O)NC(NCCc1ccccc1)(C(F)(F)F)C(F)(F)F	6%	13%	-3%	-9%	5%	-7%	2%	2%
O=C(Nc1ccc(Br)cc1)c1ccccc1CC[N+](=O)[O-]	?	-16%	-20%	.	?	-12%	-16%	15%[10 µM]
O=C(Nc1nccs1)c1cc(S(=O)(=O)N2CCCCC2)ccc1Cl	?	-12%	-10%	9%	-1%	-11%	-15%	-11%
CC(NC(=O)Nc1ccc(Cl)cc1)C(c1cccs1)N1CCOCC1 (stereo unspecified)	10%	-3%	-11%	-8%	-5%	-17%	-20%	14%[10 µM]

High-throughput results as filed in PubChem.
